Mcl-1 Bim block: inhibitors of Bim-Mcl-1 interaction, human. Bead-based flow cytometry, Bim peptide-Mcl-1 binding. inhibition, % at 10 µM. actives 0.1% (n = 190,000). AID 1009; in the data active = inhibition above about 40%;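 also: 0% = no compound tracer wells and 100% = peptide blocker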
Target sequence (Q07820 whole entry, looked up): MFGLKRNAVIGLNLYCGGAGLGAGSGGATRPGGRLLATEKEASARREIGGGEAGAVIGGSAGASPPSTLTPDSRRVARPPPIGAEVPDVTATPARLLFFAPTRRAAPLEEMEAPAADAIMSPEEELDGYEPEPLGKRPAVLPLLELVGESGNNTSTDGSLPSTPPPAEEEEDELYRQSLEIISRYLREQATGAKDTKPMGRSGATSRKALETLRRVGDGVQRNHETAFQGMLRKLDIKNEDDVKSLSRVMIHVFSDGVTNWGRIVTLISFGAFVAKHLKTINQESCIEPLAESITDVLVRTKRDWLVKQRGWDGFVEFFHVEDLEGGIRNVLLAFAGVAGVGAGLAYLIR
Avidin fluor: compound fluoresces at 488/530 nm on avidin beads. fluorescence (KMESF) at 10 µM. compound fluorescence 488/530 nm, flow cytometry; active compounds read high. actives 0.38% (n = 220,000); in the data active = fluorescence above about 47; also: inactives centre near 10
Pf gametocyte: P. falciparum stage V gametocyte viability inhibition; P. falciparum stage V gametocytes, ATP luminescence, 24 h; inhibition, % at 10.9 µM; actives 0.065% (n = 150,000); AID 743093;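 active = inhibition above the mean plus 3 SD of compounds within the control limits, set per campaign, cut at about 38% in these data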;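 also: 0% = DMSO wells and 100% = medium only without gametocytes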
Mcl1-Noxa inh: Mcl-1/Noxa interaction inhibition | actives 1.5% (n = 220,000) | inhibition, % at 21.7 µM | AID 1022 | TR-FRET Mcl-1/Noxa peptide binding, 2 h;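 active = compounds that cut the protein-peptide binding signal by more than 50% relative to plate controls in a single-dose test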;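 also: His-tagged Mcl-1 with rhodamine Noxa BH3 peptide and terbium anti-His antibody; 0% = Mcl-1 plus Noxa peptide wells and 100% = peptide-only wells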
RGS4-Gao reg: modulates binding of RGS4 to human Galphao; binding response (% of control), % at 10 µM; Multiplexed bead flow cytometry; actives lie on both sides; P09471; actives 0.33% (n = 220,000); in the data active = binding response below about 49% or above about 150%; inactive = in between;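 also: fluorescent Galphao activated with aluminum fluoride binding bead-coupled RGS4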
Target sequence (P09471 whole entry, looked up): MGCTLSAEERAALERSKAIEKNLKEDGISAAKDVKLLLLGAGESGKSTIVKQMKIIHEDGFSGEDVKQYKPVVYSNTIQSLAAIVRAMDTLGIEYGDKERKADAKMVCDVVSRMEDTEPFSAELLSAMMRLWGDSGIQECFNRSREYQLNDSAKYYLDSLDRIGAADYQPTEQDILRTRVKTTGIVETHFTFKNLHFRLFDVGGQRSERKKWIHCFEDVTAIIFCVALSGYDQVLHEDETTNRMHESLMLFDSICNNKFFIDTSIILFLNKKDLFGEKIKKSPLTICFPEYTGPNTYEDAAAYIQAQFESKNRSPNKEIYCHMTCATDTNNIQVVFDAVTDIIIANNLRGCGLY
ABCG2 inh: blocks JC-1 efflux by human ABCG2 transporter. IgMXP3 cells, flow cytometry. inhibition, % at 6.6 µM. actives 0.1% (n = 190,000);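 active = inhibition above 80%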;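 also: 0% = DMSO and 100% = nicardipine control wells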
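Test system: ABCG2 IgMXP3 and barcoded ABCB1 CCRF-Adr cell mix; Schedule: cells with compound and JC-1, 10 min at 25 °C, rotating, no wash; Technique: flow cytometry of retained JC-1 fluorescence; Measure: % inhibition of efflux relative to nicardipine and DMSO; Controls: nicardipine high and DMSO low controls.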
RGS7-Gao: human RGS7-Galphao interaction regulation | Multiplexed bead flow cytometry, RGS7-Galphao binding; actives lie on both sides | actives 0.35% (n = 220,000) | P09471 | AID 1439 | binding response (% of control), % at 10 µM; in the data active = binding response below about 49% or above about 150%; inconclusive = no clear call, values can overlap the other calls; inactive = in between;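 also: fluorescent Galphao held in activated GDP-AlF4 state binding bead-coupled RGS7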
ABCB1 inh: inhibitors of human ABCB1 transporter, ABCG2 counter-screen. CCRF-Adr cells, JC-1 efflux, flow cytometry. actives 0.067% (n = 190,000). inhibition, % at 6.6 µM; in the data active = inhibition above about 40%;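 also: 0% = vehicle and 100% = reference inhibitor; higher value means more JC-1 retained so stronger ABCB1 efflux block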
GSH bead fluor: compound fluoresces at 488/530 nm on GSH beads; GSH beads flow cytometry, compound fluorescence 488/530 nm; active compounds read high; fluorescence (KMESF) at 10 µM; actives 0.25% (n = 190,000); in the data active = fluorescence above about 89;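 also: glutathione beads carrying GST-tagged Bcl family fusion proteins plus one bare bead set; values are compound well signal with DMSO vehicle wells as background; inactives centre near 16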
Mcl1 Bid PPI: Mcl-1/Bid interaction inhibition | Q07820 | TR-FRET Mcl-1/Bid-Dy647 peptide binding, 1536-well | inhibition, % at 21.7 µM | actives 0.97% (n = 220,000) | AID 1021;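 active = compounds that cut the binding signal by more than half at the single screening dose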;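 also: His-tagged Mcl-1 with europium anti-His antibody binding Bid BH3 peptide; 0% = Mcl-1 plus peptide wells and 100% = peptide-only wells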
RGS8-Gao reg: modulates binding of RGS8 to human Galphao; P09471; multiplexed bead flow cytometry; actives lie on both sides; response (percent of control binding), % at 10 µM; actives 0.34% (n = 220,000); in the data active = response below about 60% or above about 140%; inactive = in between;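 also: Galphao activated as the GDP aluminium fluoride complex binding bead-coupled RGS8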
Numbers without * were called inactive; ? = inconclusive; · = no result given; [ ] = another dose, or the depositor's remark. Random draw from the library; 3.3% or so of the library scored in one or more.

SMILES	Mcl-1 Bim block	Avidin fluor	Pf gametocyte	Mcl1-Noxa inh	RGS4-Gao reg	ABCG2 inh	RGS7-Gao	ABCB1 inh	GSH bead fluor	Mcl1 Bid PPI	RGS8-Gao reg
Cc1ccc(OCC(=O)Nc2sc3c(c2C#N)CC(C)(C)NC3(C)C)cc1	-1	12	-26	8	100	3	98	1.3	13	-28	101
CC(O)Cc1nsc(NC(=O)c2cccs2)n1 (centres undefined)	2	8	·	8	102	5	98	0.6	19	-1	102
CCOc1cccc(C(=O)NC(=S)NCc2cccnc2)c1	-5	24	12	3	106	9	107	5.5	11	2	103
CCOC(=O)c1nnc2cc(-c3ccc(Br)cc3)nn2c1C	1	21	·	12	99	6	103	0.7	20	-18	99
CC(C)C(=O)Nc1ccc(C(=O)NNC(=O)CCCOc2ccc(Cl)cc2Cl)cc1	1	8	·	0	92	0	94	0.0	19	5	96
CCCCC(=O)Nc1ccc(C(=O)Nc2cccnc2)cc1	-132	11	·	20	107	12	108	-0.2	53	-53	100
Cc1occc1C(=O)NNC(=O)Nc1ccc(F)cc1F	-2	11	-18	-2	98	5	98	0.3	10	-11	99
COc1ccc(C(=O)Nc2cc(Cl)ccc2C(=O)O)cc1	5	2	11	17	98	-2	92	-1.5	10	2	97
COC(=O)c1ccc(NC(=O)C2CCN(C(=O)c3cc(OC)c(OC)c(OC)c3)CC2)cc1	-2	·	·	20	276*[activator]	10	137	-0.1	35	-32	·
Cc1nc2sc(C(c3ccc(F)cc3)N3CCN(C(=O)c4ccco4)CC3)c(O)n2n1 (centres undefined)	-4	15	-15	9	102	4	98	0.3	12	8	98
COc1ccccc1NC(=O)CN1C(=O)C(C)Oc2ccccc21 (centres undefined)	-3	6	-6	-5	102	4	102	1.5	82	-26	99
O=C(COc1ccc2c(c1)OCO2)Nc1ccc2c(c1)oc1ccccc12	0	15	·	-3	102	-1	100	-0.5	21	28	100
O=C(NCCCn1ncc2ccccc21)c1cc(COc2c(F)cccc2F)on1	-2	9	14	3	101	2	100	0.5	14	-13	99
Cc1cccc(NC(=O)NC(=S)NC(=O)c2ccccc2)c1	5	12	-17	25	101	6	100	-0.2	14	-29	94
CCc1cc2c(=O)n(CC(=O)NCCc3ccc(OC)c(OC)c3)cnc2s1	-2	8	-5	-12	101	4	102	0.7	24	7	97
O=C(C[n+]1ccc(C(=O)N/N=C/c2ccc(OCc3ccccc3)cc2)cc1)c1ccccc1	0	12	-9	30	101	6	101	0.6	10	17	100
CCn1c(C)nc2c(C)[n+](CC(=O)c3ccc(Br)cc3)ccc21	-1	12	-23	10	100	0	102	0.3	68	-10	100
Cc1ccc(-c2nc(CS(=O)(=O)CC(=O)NC3CCCCC3C)c(C)o2)cc1 (centres undefined)	-4	24	·	-32	98	5	98	0.6	15	13	100
CCC(C)(C)n1nnnc1C(c1ccncc1)N1CCN(c2cccc(OC)c2)CC1 (centres undefined)	0	7	·	-9	97	0	100	0.2	31	-59	102
CCC1CCCCN1CC(O)Cn1c2ccccc2n2c(=O)cc(C)c(C#N)c12 (centres undefined)	0	6	-11	22	91	-6	86	3.6	11	-1	105

7 records drawn at random from the list so far, as already listed:
SMILES	Mcl-1 Bim block	Avidin fluor	Pf gametocyte	Mcl1-Noxa inh	RGS4-Gao reg	ABCG2 inh	RGS7-Gao	ABCB1 inh	GSH bead fluor	Mcl1 Bid PPI	RGS8-Gao reg
CC(O)Cc1nsc(NC(=O)c2cccs2)n1 (centres undefined)	2	8	·	8	102	5	98	0.6	19	-1	102
COC(=O)c1ccc(NC(=O)C2CCN(C(=O)c3cc(OC)c(OC)c(OC)c3)CC2)cc1	-2	·	·	20	276*[activator]	10	137	-0.1	35	-32	·
CCC1CCCCN1CC(O)Cn1c2ccccc2n2c(=O)cc(C)c(C#N)c12 (centres undefined)	0	6	-11	22	91	-6	86	3.6	11	-1	105
O=C(C[n+]1ccc(C(=O)N/N=C/c2ccc(OCc3ccccc3)cc2)cc1)c1ccccc1	0	12	-9	30	101	6	101	0.6	10	17	100
COc1ccc(C(=O)Nc2cc(Cl)ccc2C(=O)O)cc1	5	2	11	17	98	-2	92	-1.5	10	2	97
CCCCC(=O)Nc1ccc(C(=O)Nc2cccnc2)cc1	-132	11	·	20	107	12	108	-0.2	53	-53	100
O=C(COc1ccc2c(c1)OCO2)Nc1ccc2c(c1)oc1ccccc12	0	15	·	-3	102	-1	100	-0.5	21	28	100

The list continues.
SMILES	Mcl-1 Bim block	Avidin fluor	Pf gametocyte	Mcl1-Noxa inh	RGS4-Gao reg	ABCG2 inh	RGS7-Gao	ABCB1 inh	GSH bead fluor	Mcl1 Bid PPI	RGS8-Gao reg
CCc1ccccc1NS(=O)(=O)c1cc(C)ccc1OC	0	7	17	4	99	21	100	-0.1	13	-25	103
Cc1cc(NS(=O)(=O)c2ccc(NC(=S)NC(=O)c3ccc(Cl)cc3Cl)cc2)no1	-7	17	0	4	101	14	100	-1.5	30	-2	101
COc1ccc2c(c1)c(C(=O)N/N=C/c1ccc(O)c(O)c1)c(C)n2C	1	3	-32	48	94	1	92	1.4	6	-33	93
Cc1cccc(NC(=O)CCNS(=O)(=O)c2cccc3nonc23)c1C	0	12	·	11	102	0	102	0.1	14	-24	101
Nc1c(C(=O)c2ccc(Cl)cc2)sc2c1c(=O)[nH]c(=O)n2-c1ccccc1	3	8	-17	-143	102	8	103	0.2	11	-4	102
Cc1nn(CCOc2ccccc2)c(=O)n1-c1ccccc1	0	11	8	-3	95	8	94	1.1	17	-6	98
COC(=O)c1ccc(Cl)c(S(=O)(=O)N2CCCC2)c1	0	8	3	-3	106	2	104	-0.2	13	-38	101
C=CCn1c(CCNC(=O)c2cccs2)nnc1SCC(=O)c1cccc([N+](=O)[O-])c1	-4	11	·	-15	100	1	99	0.0	23	-27	97
CCOC(=O)c1c(C)[nH]c(C(=O)COC(=O)C2(C)CC2(Cl)Cl)c1C (centres undefined)	-3	12	19	-5	101	79	101	4.0	38	-23	103
OCCCNc1cc(-c2ccnc(Nc3cccc(Cl)c3)n2)ccn1	·	12	·	7	108	·	?	·	·	3	106
CC(C)c1nc(SCC(=O)NCc2ccccc2)n[nH]1	-8	31	-11	7	103	33	102	1.2	18	-3	101
CCN1C(=O)/C(=C2/C=Cc3ccccc3N2CC)SC1=S	2	9	·	16	98	39	102	1.5	23	-21	100
CCOC(=O)C1=C(C)NC(C)=C(C(=O)OCC)C1C(=O)OCC(N)=O	1	8	9	-4	101	0	99	0.0	15	-48	101
Cc1cc(-c2n[nH]c(=S)n2Cc2ccccc2)cs1	-4	1	·	22	97	-3	98	-0.2	6	-37	76
CCOC(=O)N/N=C/c1cn(Cc2ccc(Cl)cc2)c2ccccc12	-1	16	·	-8	107	8	100	1.7	12	-12	104
CC(C)NC(=O)CC1Nc2c3ccccc3nc(=S)n2C1=O (centres undefined)	-1	11	15	17	92	2	96	0.4	23	-60	98
CCn1c(=O)c2c(cnn2C)c2ccccc21	0	8	·	1	99	22	101	0.9	38	8	99
C=CCNC(=O)NC(=O)COC(=O)COc1ccc(Br)cc1F	-3	9	4	26	97	7	95	0.9	11	-25	101
Cc1cc(C)c(NC(=O)/C(C#N)=C/c2ccc(OCc3ccc(F)cc3)cc2)c(C)c1	-1	14	20	0	88	3	88	1.0	13	-3	93
Cc1cc2c(cc1C)NC(c1ccccn1)C1=C(CC(C)(C)CC1=O)N2 (centres undefined)	-1	1	·	3	97	5	93	0.8	31	-15	88
CCOc1ccc(-c2nn(-c3ccccc3)cc2/C=C2\SC(N)=NC2=O)cc1C	-4	-2	14	-8	22*	-1	16*	-0.3	20	-10	12*
O=C(NCCO)c1ccc2[nH]c3c(c2c1)CCCC3	-1	9	-23	-2	98	2	98	0.4	19	-59	98
Cc1ccc(S(=O)(=O)N2CCN(C(=O)N3CCOCC3)C2C)cc1 (centres undefined)	-6	13	9	-5	102	-11	100	0.3	27	-21	101
Cc1cccc(N2C(=N)SCC2=O)c1C	0	11	·	2	100	-2	94	-0.3	4	-10	99
CCOC(=O)c1[nH]c2cc(OC)c(OC)cc2c1NC(=O)CN1CCN(c2ccc(OC)cc2)C(C)C1 (centres undefined)	2	34	·	22	99	21	96	2.9	24	-24	103
Cc1ccccc1NC(=O)CSc1nc(Nc2ccccc2)nc(N2CCOCC2)n1	-3	19	-11	14	100	6	102	1.6	37	1	97
O=C(NNC(=O)c1ccccc1Cl)c1cccs1	-3	5	·	0	105	0	110	-0.2	8	-19	105
CN1CCC(N(C)C(=S)Nc2ccc(SC(F)F)cc2)CC1	-4	17	·	16	105	-5	101	-0.4	9	-52	103
Cc1ccccc1OCc1nc2ccccc2c(=O)n1/N=C/c1cn[nH]c1-c1ccc(Br)cc1	4	9	6	13	87	7	91	2.4	11	-1	74
O=c1c(N=Nc2ccc(O)cc2)c(-c2ccccc2)[nH]n1-c1ccc([N+](=O)[O-])cc1	0	6	5	71*	99	0	95	-0.3	24	60*	103
COc1cccc(CNC(=S)NC2CCCC2)c1	6	5	21	21	108	-6	109	-1.5	17	-56	86
COCCn1c(Sc2ccc(C)cc2)nc2c1c(=O)[nH]c(=O)n2C	-3	10	·	-18	104	4	99	0.8	20	-2	102
CCCCCCC(=O)Nc1nc(C)c(-c2csc(Nc3ccccc3OC)n2)s1	-4	19	7	12	99	-2	98	-0.8	24	-32	93
CCOC(=O)CN1C(=O)C(=O)c2cccc(C)c21	-1	9	·	-17	102	-3	100	-2.3	24	-3	107
Cc1cc(C)nc(N2CCN(CC(=O)NCc3ccccc3)CC2)n1	-3	14	·	-15	99	5	99	0.5	34	-32	101
CCNC(=S)Nc1c(C)n(C)n(-c2ccccc2)c1=O	1	9	-5	7	98	0	99	0.2	9	-24	101
COc1ccc(OC)c(C2C(C(C)=O)=C(O)C(=O)N2CCN2CCOCC2)c1 (centres undefined)	-4	8	·	23	97	1	98	0.2	5	-18	98
Nc1nc(SCC(=O)c2ccc(F)cc2)n[nH]1	-2	26	9	2	103	-1	103	-0.3	15	-19	103

2 entries from above in another layout:
Every second line gives: Mcl-1 Bim block, Avidin fluor, Pf gametocyte, Mcl1-Noxa inh, RGS4-Gao reg, ABCG2 inh, RGS7-Gao, ABCB1 inh, GSH bead fluor, Mcl1 Bid PPI, RGS8-Gao reg
> CCCCCCC(=O)Nc1nc(C)c(-c2csc(Nc3ccccc3OC)n2)s1
    -4, 19, 7, 12, 99, -2, 98, -0.8, 24, -32, 93
> CCOC(=O)CN1C(=O)C(=O)c2cccc(C)c21
    -1, 9, ·, -17, 102, -3, 100, -2.3, 24, -3, 107

Source: PubChem BioAssay (several laboratories)
